Screening results deposited in PubChem by several laboratories.
DSG3 Ab inh – inhibitors of pemphigus antibody binding to DSG3, primary screen, biochemical, bead-based, flow cytometry, scFv-GFP; Desmoglein-3 (Homo sapiens), P32926; DSG3-coupled beads, scFv-anti-DSG3-GFP binding; hits give low values; binding (percent of control), % at 10 µM; 0.48% of 310,000 active; AID 588358, 2011;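 active = binding more than 3 SD below its plate's average and above zero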;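 also: hits lower antibody fragment binding to DSG3; some compounds called inactive have numbers as strong as hits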
HTR5A ag – HTR5A agonists in luminescence cell assay, primary screen, counter-screen for OPRM1-OPRD1 heterodimer agonist project, full-deck HTS. 5-hydroxytryptamine receptor 5A (Homo sapiens), P47898. cell-based. activation, % at 9.3 µM. 0.61% of 340,000 active; in the data active = activation mostly above about 9.5%, no sharp cut-off; inactive = mostly below about 7.6%;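 also: 0% = cells with vehicle only and 100% = reference agonist; strong numbers were not always called active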
Arrestin-AP2 inh – inhibitors of beta-arrestin/AP2 binding, primary screen, biochemical, GPCR trafficking, flow cytometry; inhibition, % at 10 µM; AID 504490, 2011; FITC-arrestin peptide / GST-AP2 beads; AP2 beta2 appendage carries R879A mutation; beta-arrestin 1 C-terminal peptide binding to AP2 beta2-adaptin appendage (human); 0.31% of 340,000 active;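 active = inhibition above a set limit, near 3 SD of compounds lacking own fluorescence, cut at about 54% in these data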;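 also: plate controls were DMSO wells for no effect and 5 µM unlabelled arrestin peptide for full effect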
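system = GST-tagged AP2 beta2-adaptin appendage (R879A) on 4 µm glutathione beads | reagent = FITC-labelled arrestin peptide probe, 50 nM final | schedule = compound with beads 12 min RT, then probe 1 h RT | signal = HyperCyt-sampled flow cytometry, FL1 channel, ex 488/em 535 nm | read-out = percent response from loss of bead-bound FITC fluorescence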
MOR-DOR ag – agonists of OPRM1-OPRD1 heterodimerization, primary screen, cell-based, luminescence; Mu-type opioid receptor (Homo sapiens) + Delta-type opioid receptor (Homo sapiens), …; activation, % at 9.3 µM; cells; 0.3% of 340,000 active; in the data active = activation above about 18%;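 also: 0% = vehicle-treated cells and 100% = reference agonist; values of inactives mirror those of a sister screen read the other way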
Target sequence (P35372 whole entry, looked up): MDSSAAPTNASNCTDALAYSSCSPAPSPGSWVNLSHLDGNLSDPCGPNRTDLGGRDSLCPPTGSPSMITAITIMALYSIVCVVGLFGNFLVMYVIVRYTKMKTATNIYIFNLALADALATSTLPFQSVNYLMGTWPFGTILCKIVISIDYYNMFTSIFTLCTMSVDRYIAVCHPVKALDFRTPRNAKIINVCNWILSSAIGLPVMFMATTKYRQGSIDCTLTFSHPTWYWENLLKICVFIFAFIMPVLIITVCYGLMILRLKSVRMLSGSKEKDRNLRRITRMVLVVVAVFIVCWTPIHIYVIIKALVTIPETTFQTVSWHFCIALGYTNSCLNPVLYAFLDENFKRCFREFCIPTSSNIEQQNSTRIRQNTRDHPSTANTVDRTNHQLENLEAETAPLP
Target sequence (P41143 whole entry, looked up): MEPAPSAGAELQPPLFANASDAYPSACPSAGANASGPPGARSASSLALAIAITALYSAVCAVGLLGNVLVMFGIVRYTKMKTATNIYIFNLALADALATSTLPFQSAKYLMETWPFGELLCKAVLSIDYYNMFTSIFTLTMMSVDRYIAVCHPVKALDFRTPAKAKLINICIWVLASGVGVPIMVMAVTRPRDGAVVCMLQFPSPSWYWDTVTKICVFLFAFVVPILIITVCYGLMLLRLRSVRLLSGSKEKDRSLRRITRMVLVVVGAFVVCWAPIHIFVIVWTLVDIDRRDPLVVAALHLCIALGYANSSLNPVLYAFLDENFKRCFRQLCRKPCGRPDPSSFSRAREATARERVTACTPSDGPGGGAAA
DAGLB inhibitor – DAGLB lipase inhibitors, primary screen, biochemical, fluorescence, HTS; Diacylglycerol lipase-beta (Homo sapiens), Q8NCG7; inhibition, % at 5.17 µM; HEK293T DAGLB membrane lysate, EnzChek fluorogenic substrate; 0.059% of 340,000 active; in the data active = inhibition above about 34%;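 also: 0% = enzyme with vehicle and 100% = wells lacking enzyme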
HTR5A inv ag – HTR5A inverse agonists in luminescence cell assay, primary screen, counter-screen for OPRM1-OPRD1 heterodimer inverse agonist project, full-deck HTS; 5-hydroxytryptamine receptor 5A (Homo sapiens), P47898; HTR5A cell line, inverse agonism; inhibition, % at 9.3 µM; 0.083% of 340,000 active; AID 504634, 2011; in the data active = inhibition mostly above about 23%, no sharp cut-off; inactive = mostly below about 18%;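 also: 0% = cells with DMSO and 100% = no-cell wells with DMSO; some compounds called inactive have numbers as strong as hits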
V-ATPase pH – regulators of yeast V-ATPase proton pumping, primary screen, pHLuorin cytosolic pH fluorescence; S. cerevisiae; response, % at 10 µM; 0.37% of 350,000 active; AID 504577, 2011; in the data active = response mostly above about 7.3%, no sharp cut-off; inactive = mostly below about 5.4%; also: actives read high; inactives centre near 0; some compounds called inactive have numbers as strong as hits; reference of the scale not given here
PKA-R2B activ – activators of PKA-R2B holoenzyme, primary screen, biochemical, fluorescence polarization, Cy5-IP20, human; PKA-R2B holoenzyme dissociation; R2B truncated from residue 108, S112A mutant; 0% DMSO only, 100% 113 µM cGMP; activation, % at 11.4 µM; 0.079% of 340,000 active; AID 504700, 2011;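 active = activation above a cutoff set at the mean over all compounds plus 3 SD, cut at about 18% in these data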;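 also: higher means more holoenzyme dissociation and a rise in polarization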
MOR-DOR inv ag – inverse agonists of MOR-DOR heterodimerization, primary screen, cell-based, luminescence | Mu-type opioid receptor (Homo sapiens) + Delta-type opioid receptor (Homo sapiens), … | cell-based MOR-DOR heterodimer luminescence, inverse agonism | inhibition, % at 9.3 µM | 0.21% of 340,000 active | AID 504357, 2011; in the data active = inhibition above about 22%, passing the limit was not always enough;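 also: 0% = cells with DMSO and 100% = wells without cells with DMSO; values of inactives mirror those of a sister screen read the other way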
PKA-R1A act – activators of PKA-R1A holoenzyme, primary screen, biochemical, fluorescence polarization, Cy5-IP20, bovine R1A, mouse PKAc | cAMP-dependent protein kinase type I-alpha regulatory subunit (Bos taurus) + … | PKA-R1A dissociation; scaled: DMSO 0%, 113 µM cGMP 100% | activation, % at 11.4 µM | 0.083% of 340,000 active;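 active = percent activation above the mean of all tested compounds plus 3 SD, cut at about 19% in these data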;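 also: higher means more PKAc released from R1A so a rise in polarization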
An asterisk follows results filed as active; x = no result given.

SMILES	DSG3 Ab inh	HTR5A ag	Arrestin-AP2 inh	MOR-DOR ag	DAGLB inhibitor	HTR5A inv ag	V-ATPase pH	PKA-R2B activ	MOR-DOR inv ag	PKA-R1A act
Cn1c2ccccc2c2cc(C(=O)OCC(=O)N3CC(=O)Nc4ccccc43)sc21	x	3	-2	3.6	-2	-31	6	-10	-21	10
CC1CCCCC1NC(=O)CN1C(=O)c2cccc(N)c2C1=O (stereo unspecified)	95	6	-13	0.1	0	5	-3	-5	-1	0
CC(=O)NN1C(=O)/C(=C\c2ccccc2)SC1=S	107	0	-2	-0.5	-2	-21	1	-3	3	-3
COc1ccc(CCNC(=O)C2CCN(C(=O)NC3CCCCC3)CC2)cc1	x	5	-10	-1.3	3	-14	1	2	8	-5
O=C(CSc1n[nH]c(-c2cccs2)n1)NCCc1ccccc1	102	-6	0	1.2	-3	17	1	0	-7	6
CC1CCCCN1Cc1cnc(Cl)s1 (stereo unspecified)	x	1	-12	-4.7	-3	-11	-2	-1	22	2
CCSc1nnc(CNC(=O)C23CC4CC(CC(C4)C2)C3)n1C1CCCCC1	102	0	-10	-1.9	1	0	-3	-6	10	-10
CC(C)(CNS(=O)(=O)c1ccc(Br)s1)N1CCOCC1	98	-6	0	-1.0	0	15	-2	1	4	-1
CC1(C)CCC[C@]2(C)C(CS(=O)c3ccccc3)=C(C=O)CC[C@@H]12 (stereo partly specified)	113	5	20	9.2	-4	5	2	-9	-46	-10
CC(C)c1nc(SCC(=O)N2CCCc3ccccc32)c2c(=O)n(C)c(=O)n(C)c2n1	108	1	4	1.1	-2	-22	4	10	-6	0
COc1ccc(CCNC(=O)C2CCCN(c3ncccn3)C2)cc1 (stereo unspecified)	101	-9	-5	-3.0	0	-38	1	2	16	-2
CCCOc1ccc(C(=O)CCC(=O)NNC(=O)c2ccncc2)cc1	100	1	-7	-2.1	2	9	-3	2	11	-1
CS(=O)(=O)N(Cc1ccccc1)c1ccc(C(=O)Nc2ccccc2C(=O)O)cc1	107	1	7	0.2	4	-30	4	-6	-1	3
Cn1nccc1C(=O)Nc1ccc(S(=O)(=O)N2CCCC2)cc1	110	-1	33	-2.7	-3	3	-2	3	15	-10
NC(=O)C1CCCN(C(=S)Nc2cccc3ccccc23)C1 (stereo unspecified)	120	-1	-6	0.6	1	-17	1	2	-3	6
CCCC1NC(=O)c2cccnc2-n2c1nc1ccc(C)cc1c2=O (stereo unspecified)	110	x	x	x	-1	x	0	-1	x	-8
Cc1cc(C)c(S(=O)(=O)n2c([N+](=O)[O-])cnc2C)cc1C	101	2	x	-1.0	0	-7	-1	5	5	-12
O=Cc1ccc(N2Cc3ccccc3C2)cc1	96	3	17	-1.5	0	-11	5	5	7	-9
COc1cc(C(=O)NNC(=O)c2ccco2)cc(OC)c1OC	x	7	22	-0.1	1	11	5	4	1	-1
CC1OC(Nc2ccc(N=Nc3ccccc3)cc2)C(O)C(O)C1O (stereo unspecified)	99	-1	6	-4.0	11	4	-6	-5	20	-11
CC(C)[C@@H](C(=O)N[C@@H](Cc1ccccc1)C(=O)O)N1C(=O)N2CCc3c([nH]c4ccccc34)[C@@]2(C)C1=O	x	-2	15	1.4	1	14	6	4	-7	-3
CCc1ccc(/C=N/n2c(C)cc(C)c(C#N)c2=O)cc1	108	3	2	-0.9	-2	-12	-2	-1	5	-3
O=C(CCNS(=O)(=O)c1ccc(Cl)cc1)N1CCCCCC1	x	0	-8	-1.7	-3	0	3	-13	9	0
CC(C)OCCCNC(=S)NNC(=O)C(c1ccccc1)c1ccccc1	97	-1	16	-4.1	1	2	1	-1	20	7
CC(=O)c1ccc(NC(=O)CNCc2cccs2)cc1	105	4	22	-1.5	0	-16	1	-6	7	-3

No new results follow: entries from further up.
SMILES	DSG3 Ab inh	HTR5A ag	Arrestin-AP2 inh	MOR-DOR ag	DAGLB inhibitor	HTR5A inv ag	V-ATPase pH	PKA-R2B activ	MOR-DOR inv ag	PKA-R1A act
CCCOc1ccc(C(=O)CCC(=O)NNC(=O)c2ccncc2)cc1	100	1	-7	-2.1	2	9	-3	2	11	-1
CS(=O)(=O)N(Cc1ccccc1)c1ccc(C(=O)Nc2ccccc2C(=O)O)cc1	107	1	7	0.2	4	-30	4	-6	-1	3
Cn1nccc1C(=O)Nc1ccc(S(=O)(=O)N2CCCC2)cc1	110	-1	33	-2.7	-3	3	-2	3	15	-10
NC(=O)C1CCCN(C(=S)Nc2cccc3ccccc23)C1 (stereo unspecified)	120	-1	-6	0.6	1	-17	1	2	-3	6
CCCC1NC(=O)c2cccnc2-n2c1nc1ccc(C)cc1c2=O (stereo unspecified)	110	x	x	x	-1	x	0	-1	x	-8
Cc1cc(C)c(S(=O)(=O)n2c([N+](=O)[O-])cnc2C)cc1C	101	2	x	-1.0	0	-7	-1	5	5	-12
O=Cc1ccc(N2Cc3ccccc3C2)cc1	96	3	17	-1.5	0	-11	5	5	7	-9
COc1cc(C(=O)NNC(=O)c2ccco2)cc(OC)c1OC	x	7	22	-0.1	1	11	5	4	1	-1
CC1OC(Nc2ccc(N=Nc3ccccc3)cc2)C(O)C(O)C1O (stereo unspecified)	99	-1	6	-4.0	11	4	-6	-5	20	-11
CC(C)[C@@H](C(=O)N[C@@H](Cc1ccccc1)C(=O)O)N1C(=O)N2CCc3c([nH]c4ccccc34)[C@@]2(C)C1=O	x	-2	15	1.4	1	14	6	4	-7	-3
CCc1ccc(/C=N/n2c(C)cc(C)c(C#N)c2=O)cc1	108	3	2	-0.9	-2	-12	-2	-1	5	-3
O=C(CCNS(=O)(=O)c1ccc(Cl)cc1)N1CCCCCC1	x	0	-8	-1.7	-3	0	3	-13	9	0
CC(C)OCCCNC(=S)NNC(=O)C(c1ccccc1)c1ccccc1	97	-1	16	-4.1	1	2	1	-1	20	7
CC(=O)c1ccc(NC(=O)CNCc2cccs2)cc1	105	4	22	-1.5	0	-16	1	-6	7	-3

Going on with the list:
SMILES	DSG3 Ab inh	HTR5A ag	Arrestin-AP2 inh	MOR-DOR ag	DAGLB inhibitor	HTR5A inv ag	V-ATPase pH	PKA-R2B activ	MOR-DOR inv ag	PKA-R1A act
CC(C)(C)c1ccc(O)c(N=Cc2cc3c(cc2[N+](=O)[O-])OCO3)c1	101	1	29	2.3	0	-3	3	10	-11	-6
Cc1ccc(NS(=O)(=O)c2coc(C(N)=O)c2)cc1F	106	0	6	-2.1	-4	-1	3	0	11	1
COc1cccc(C(=O)CSc2nnc(COc3cccc4cccnc34)o2)c1	98	12	-10	-0.2	1	6	5	0	1	2
Cc1cc(C)c(NC(=O)CNC(=O)Cc2ccc(S(=O)(=O)N3CCOCC3)s2)c(C)c1	x	0	-5	-1.0	1	0	0	-1	4	5
O=C(Nc1ncccn1)c1ccc([N+](=O)[O-])cc1	110	12	19	4.5	2	-12	1	0	-23	1
Cn1ncc(N=Cc2c(O)ccc3ccccc23)c1C(=O)Nc1cccc(Cl)c1	109	-1	3	1.4	0	2	-8	-3	-7	1
CC(=O)c1cccc(NC(=O)COC(=O)c2ccc(S(C)(=O)=O)c([N+](=O)[O-])c2)c1	95	-5	19	-0.1	-14	5	-5	-5	1	-22
Cc1cc(C(=O)Nc2ccccc2C(=O)O)oc1C	94	6	10	0.0	1	5	-1	6	0	-6
Cc1ccc(-n2nc3c(=O)n(CCCC(=O)NCCc4ccccc4C)nc(C)c3c2C)cc1	99	-5	-4	-3.8	-2	6	-1	4	19	0
CC(=O)c1cccc(OCC(=O)N2CCCc3ccccc32)c1	x	0	-10	0.1	0	1	0	-3	0	-7
CC(=O)c1ccc(OCC(C)Oc2ccc(C#N)cc2)cc1 (stereo unspecified)	95	5	20	-2.0	-7	-58	-4	-4	11	-6
CS(=O)(=O)Nc1ccc(C(=O)Nc2ccc3c(c2)OCCO3)cc1	98	1	-3	-1.2	-1	23	-1	-6	6	-5
CSCCC(=O)N1CCC(n2nccc2NC(=O)CCc2ccccc2)CC1	106	-3	-8	-1.8	0	-4	2	-18	12	8
O=C(NCc1ccco1)c1ccc(CN2CCOCC2)cc1	x	0	23	0.3	-1	0	-3	-2	-2	2
CC(CCc1ccccc1)NC(=O)CNC(=S)N(Cc1cccs1)C1CCCC1 (stereo unspecified)	105	-3	29	11	-3	11	2	-3	-51	-2
O=C(CN1CCN(c2nc(-c3ccccc3)cs2)CC1)NCc1ccc2c(c1)OCO2	111	4	-21	4.9	3	-61	7	0	-27	0
COC(=O)Cc1ccc(Oc2ncc(C(F)(F)F)cc2Cl)cc1	96	1	42	1.8	-4	-3	-1	-19	-9	5
CCN(CC(=O)Nc1c(F)cccc1F)C(=O)C1CCCO1 (stereo unspecified)	101	x	x	x	-6	x	0	-3	x	1
COc1ccc(-c2csc(NC3OC(=O)c4c3ccc(OC)c4OC)n2)cc1OC (stereo unspecified)	116	-1	0	0.2	1	-11	-2	-5	-1	-1
S=C(Nc1ccccc1)Nc1ccc(Br)cc1	91	1	5	-2.4	-2	-22	0	-1	12	1
CN1C(=S)SC(/[N+]([O-])=C\c2ccccc2)C1(C)C (stereo unspecified)	102	4	8	-2.3	-3	-22	-4	-2	13	-4
CCC(C)NC(=O)C1(NC(=O)Nc2ccccc2)CCCCC1 (stereo unspecified)	103	0	12	-1.7	1	-3	-1	0	9	-12
Cc1nc2nc(SCC(=O)O)nn2c(C)c1Cc1ccccc1Cl	100	1	8	-1.1	-1	-3	2	6	5	0
Cc1nc(N2CCN(c3ccccn3)CC2)c2c(C)c(C(=O)Nc3ccccc3F)sc2n1	88	1	27	-1.2	1	7	-4	-4	6	15
COc1ccc(NC(=O)C/C(C)=N/NC(=O)C(=O)NC2CCCCC2)c(OC)c1	91	-3	2	-1.7	1	8	-1	-2	11	3
CS(=O)(=O)N(CC(=O)Nc1cccnc1)c1ccc2c(c1)OCO2	99	5	5	-0.5	0	-15	-4	-4	3	-11
CCOC(=O)c1c(C)[nH]c(C)c1C(=O)CSc1nc2ccccc2n1CC	74	-1	-3	2.0	-1	-1	0	-12	-10	0
